Assay outcomes as filed in PubChem BioAssay.
Jurkat NFkB inh – lowers PMA/ionomycin-induced NF-kB signal in Jurkat cells. PMA/ionomycin-induced NF-kB luciferase reporter, luminescence. 330,000 tested, 0.53% active. inhibition, % at 4 µM; in the data active = inhibition above about 50%
APJ antagonist – antagonists of human APJ apelin receptor. P35414. AID 2521. CHO-K1 APJ beta-arrestin complementation, luminescence. 330,000 tested, 0.32% active. inhibition, % at 20 µM;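 active = inhibition above about 40% at 20 µM, limit read from the data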;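 also: cells challenged with 10 nM apelin-13 agonist together with compound; plate controls were apelin-13 plus DMSO wells for no effect and DMSO wells lacking apelin-13 for full effect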
Target sequence (P35414 whole entry, looked up): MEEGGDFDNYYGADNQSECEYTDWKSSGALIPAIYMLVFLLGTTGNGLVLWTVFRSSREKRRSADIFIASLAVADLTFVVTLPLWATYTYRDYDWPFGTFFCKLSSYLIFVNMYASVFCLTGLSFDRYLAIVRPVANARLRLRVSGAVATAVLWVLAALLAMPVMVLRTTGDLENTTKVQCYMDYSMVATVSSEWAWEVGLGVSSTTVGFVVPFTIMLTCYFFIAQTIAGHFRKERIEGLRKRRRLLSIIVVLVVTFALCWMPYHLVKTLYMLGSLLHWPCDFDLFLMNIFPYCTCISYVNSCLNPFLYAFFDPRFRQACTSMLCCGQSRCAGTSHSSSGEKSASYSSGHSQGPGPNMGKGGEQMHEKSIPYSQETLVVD
UBC13 inh – human UBC13 polyubiquitination inhibition | P61088 | UBC13 polyubiquitin chain formation, TR-FRET | inhibition, % at 20 µM | 330,000 tested, 0.47% active | AID 485273; in the data active = inhibition above about 45%, passing the limit was not always enough
Target sequence (P61088 whole entry, looked up): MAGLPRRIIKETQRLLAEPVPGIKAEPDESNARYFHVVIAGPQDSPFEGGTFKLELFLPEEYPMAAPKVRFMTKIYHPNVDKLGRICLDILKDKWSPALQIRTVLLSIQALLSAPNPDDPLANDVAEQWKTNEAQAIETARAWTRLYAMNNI
EBI2 block – blocks human EBI2 receptor beta-arrestin signaling. inhibition, % at 5 µM. EBI2 beta-arrestin recruitment, luminescence, 7a,25-OHC stimulated. AID 651636. 360,000 tested, 0.81% active. P32249; in the data active = inhibition above about 38%;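 also: enzyme fragment complementation signal reports receptor beta-arrestin coupling in cells; 0% = agonist plus DMSO wells and 100% = wells without agonist; some results beyond the cut were filed as inactive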
697 NFkB inh – lowers PMA/ionomycin-induced NF-kB signal in 697 B cells; 697 B-cell NF-kB luciferase reporter, 16 h; 330,000 tested, 0.33% active; inhibition, % at 4 µM; in the data active = inhibition above about 35%
CXCR6 block – blocks human CXCR6 beta-arrestin recruitment. AID 602244. 360,000 tested, 0.36% active. CHO-K1 PathHunter CXCR6 beta-arrestin, luminescence. O00574. inhibition, % at 20 µM; in the data active = inhibition above about 34%, passing the limit was not always enough;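 also: antagonist mode with CXCL16 agonist at 10 nM final; 0% = 10 nM CXCL16 with DMSO and 100% = unstimulated wells without agonist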
Target sequence (O00574 whole entry, looked up): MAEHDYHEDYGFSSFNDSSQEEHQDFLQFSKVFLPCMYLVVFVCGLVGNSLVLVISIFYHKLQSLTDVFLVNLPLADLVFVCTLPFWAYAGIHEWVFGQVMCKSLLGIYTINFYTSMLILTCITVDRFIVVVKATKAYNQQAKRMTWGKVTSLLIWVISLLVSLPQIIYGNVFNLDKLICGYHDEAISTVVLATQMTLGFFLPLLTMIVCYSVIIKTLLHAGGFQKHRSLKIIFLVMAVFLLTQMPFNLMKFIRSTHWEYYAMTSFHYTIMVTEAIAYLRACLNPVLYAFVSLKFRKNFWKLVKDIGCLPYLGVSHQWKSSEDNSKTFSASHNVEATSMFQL
CCR6 antag – blocks CCL20-driven beta-arrestin recruitment at human CCR6 | P51684 | CHO-K1 CCR6 PathHunter beta-arrestin, luminescence, CCL20-stimulated | inhibition, % at 20 µM | 340,000 tested, 0.49% active;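 active = compounds whose inhibition of the agonist-driven luminescence signal at 20 µM reaches about 50%, limit read from the data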;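 also: cells stimulated with CCL20 at 14 nM final; plate controls were DMSO with CCL20 for no effect and DMSO without agonist for full effect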
Gli-Sufu antag – blocks Gli-Sufu signaling in a luciferase reporter; 340,000 tested, 0.74% active; AID 588413; inhibition, % at 5 µM; Sufu-KO-LIGHT fibroblasts, Gli luciferase reporter luminescence;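 active = inhibition above about 55%, limit read from the data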;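 also: 0% = DMSO-treated cells and 100% = wells with medium but no cells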
An asterisk follows results filed as active; nt = not tested or not shown.

canonical_smiles	Jurkat NFkB inh	APJ antagonist	UBC13 inh	EBI2 block	697 NFkB inh	CXCR6 block	CCR6 antag	Gli-Sufu antag
CC1C(=O)Nc2ccccc2N1C(=O)c1ccc(O)cc1 (stereo unspecified)	-20.1	-4.7	-1.2	-13.4	-5.0	2.9	7.1	2.0
CCN(CC)CCN(C(=O)c1ccc(C(C)=O)cc1)c1nc2ccc(Cl)cc2s1	-17.7	0.3	18.0	-0.6	-4.5	0.2	19.5	4.1
O=C(c1ccc(C(F)(F)F)cc1)C1CCCN(C(=O)Cn2cnnn2)C1 (stereo unspecified)	-1.8	0.1	-4.5	-9.3	-7.3	-4.3	1.2	0.2
Cc1ccc(N=Cc2sccc2C)cc1C	-12.6	7.5	-14.0	-3.1	1.8	-3.9	-3.3	-2.9
CS(=O)(=O)N1CCN(c2ccccc2NC(=O)c2cc(Br)ccc2Cl)CC1	2.1	-3.1	1.3	13.0	12.5	-5.4	13.9	6.6
OC(CNc1nc(-c2cccnc2)nc2ccccc12)c1ccccc1 (stereo unspecified)	-20.1	11.9	8.4	12.0	4.6	-5.3	6.3	-11.9
Cc1ccc(S(=O)(=O)NC(=O)NCCCCNC(=O)NS(=O)(=O)c2ccc(C)cc2)cc1	6.1	14.2	0.0	3.7	1.8	3.1	-19.4	1.9
O=C(NCC1CCCO1)c1ccc2c(=O)n(CC3CCCO3)c(=S)[nH]c2c1 (stereo unspecified)	4.0	-3.4	4.7	4.0	12.9	7.0	24.0	-2.8
COc1ccccc1OCC(=O)N1CCCC(Nc2cccc(F)c2)C1 (stereo unspecified)	-24.1	8.9	-0.5	-2.9	-10.0	5.8	11.6	2.2
CSc1nc(-c2ccc(Cl)cc2)nn1S(=O)(=O)c1ccc(Cl)cc1	-32.6	7.6	-0.9	4.1	-32.5	2.2	-11.8	-18.7
O=C(NCCCn1cccn1)C1CCC(=O)N(Cc2cccc(C(F)(F)F)c2)C1 (stereo unspecified)	7.4	-12.3	-10.1	2.4	16.9	-4.0	9.3	-8.3
COc1ccc(C(=O)OCc2cc(C)ccc2C)cc1S(=O)(=O)N1CCCC1	14.8	2.4	15.9	8.8	24.4	-1.3	10.2	11.1
O=C(CCC1CCCCC1)NCCN1C2=NC[C@H](Cc3ccccc3)N2C[C@H]1Cc1ccc(O)cc1	1.2	25.5	64.6*	-6.0	11.3	9.2	20.9	0.6
Cc1cc(-c2ccc3c(c2)COc2c4ccccc4nn2-3)on1	-178.9	1.3	8.5	16.2	-178.2	3.3	6.0	-120.7
Cc1cc2ccccn2c1C(=O)c1cc([N+](=O)[O-])cc([N+](=O)[O-])c1	16.5	-59.3	-11.7	-9.2	-3.3	-2.0	-5.2	-6.0
COc1ccc(CCNC(=O)CCc2ccc(S(=O)(=O)NC(C)C)cc2)cc1	0.4	-16.5	3.3	-7.2	-10.5	2.6	2.5	-3.3
O=C(NCC1CCCN1S(=O)(=O)c1cccs1)C(=O)Nc1cccc(F)c1 (stereo unspecified)	-12.6	16.2	2.1	1.5	-30.6	-12.4	14.9	-1.4
O=c1[nH]c(=S)[nH]nc1Cc1ccc(Cl)c(Cl)c1	-6.2	1.8	6.1	-4.1	-4.7	-1.1	13.5	2.4
Cc1c(Cl)cccc1N=c1c([N+](=O)[O-])nn(-c2ccccc2)n1O	-5.6	-15.6	-19.7	-1.4	-8.3	3.3	9.8	-50.9
Cn1c(=O)c2ncn(CC(=O)NC3CCCCCC3)c2n(C)c1=O	-4.5	14.1	-7.2	-8.5	-11.1	4.6	-7.0	-2.8
CC(C)c1ccccc1OCCNS(C)(=O)=O	9.3	-2.9	7.8	-6.1	8.3	-4.3	4.0	-4.2
CC12C(=O)N(n3cnnc3)C(=O)C1C1C=CC2C1 (stereo unspecified)	-11.7	8.8	-8.9	-1.6	8.3	-1.8	-8.0	-1.6
O=C(Nc1ccc(Cl)cc1C(=O)N1CCOCC1)c1ccco1	6.5	14.1	-2.2	-2.8	21.1	4.3	2.5	3.2
CCOc1ccc2[nH]c(C(=O)N/N=C/c3cc(OC)c(OC)c(OC)c3)cc2c1	6.1	-8.1	-5.4	-5.8	-44.4	-5.1	-11.7	-5.3
O=C(NCCc1ccc(Cl)cc1)C1CCN(S(=O)(=O)N2CCC3(CC2)OCCO3)CC1	17.4	12.9	5.6	20.0	-0.8	-1.7	12.6	5.4

Limited to APJ antagonist and CXCR6 block, for some of the entries so far:
compound | APJ antagonist | CXCR6 block
CC(C)c1ccccc1OCCNS(C)(=O)=O | -2.9 | -4.3
Cc1ccc(S(=O)(=O)NC(=O)NCCCCNC(=O)NS(=O)(=O)c2ccc(C)cc2)cc1 | 14.2 | 3.1
COc1ccc(CCNC(=O)CCc2ccc(S(=O)(=O)NC(C)C)cc2)cc1 | -16.5 | 2.6

Remaining list, next part.
canonical_smiles	Jurkat NFkB inh	APJ antagonist	UBC13 inh	EBI2 block	697 NFkB inh	CXCR6 block	CCR6 antag	Gli-Sufu antag
COc1cc(-c2nnc(NC(=O)CCS(=O)(=O)c3ccc(F)cc3)o2)cc(OC)c1OC	-14.5	0.0	-16.8	2.0	6.1	-3.0	-13.8	6.0
COc1cc(NC(=O)Nc2ccc(Cl)c(Cl)c2)c(C(=O)O)cc1OC	5.8	9.4	20.9	-2.2	26.8	-3.0	13.4	7.3
CC(C)(CNC(=O)c1cc(-c2ccc(Cl)s2)nc2ccccc12)N1CCOCC1	18.7	12.4	35.1	7.7	6.5	4.3	12.1	33.8
Cc1nn(CC(=O)N2CCOCC2)c(=O)c2ccccc12	-5.9	14.3	6.0	2.0	12.6	-2.1	-18.1	0.0
CC(C)CCN(C(=O)c1ccc(N2CCCC2=O)cc1)c1c(N)n(Cc2ccccc2)c(=O)[nH]c1=O	1.6	14.3	-0.2	-4.7	28.4	9.9	14.9	-5.2
CCOC(=O)c1cc2sccc2n1CC(=O)N1CCN(C(=O)c2ccco2)CC1	4.6	17.5	-2.2	-2.8	-4.3	-0.1	11.3	0.6
O=C(Cn1cnc([N+](=O)[O-])c1)c1ccc(Cl)cc1	3.1	-7.1	-10.1	-6.5	12.0	-0.1	6.0	24.0
Cc1csc(NC(=O)C(C)Oc2ccc(Br)cc2)n1 (stereo unspecified)	5.1	-42.4	-0.3	5.8	10.8	-2.4	9.8	-2.2
CC1CCCCC1NC(=O)CCS(=O)(=O)c1cc2c(cc1Cl)NC(=O)CO2 (stereo unspecified)	7.4	0.5	-10.7	-16.1	-5.9	-2.1	14.1	0.3
COc1ccc(N2C(=O)C3CCCN3C2c2ccc(C)cc2)cc1Cl (stereo unspecified)	-7.8	5.0	-6.9	1.4	-9.8	3.5	3.8	3.6
Cc1c(NS(=O)(=O)N2CCCC2)c(=O)n(-c2ccccc2)n1C	7.1	13.4	6.7	3.8	9.8	8.0	-32.0	-9.6
CC1CC(C)CN(S(=O)(=O)c2cccc(C(=O)N3C(=O)c4cccc(N)c4C3=O)c2)C1 (stereo unspecified)	0.9	-3.9	18.7	-7.0	11.5	-1.1	4.8	-13.5
CSc1nc2c(c(=O)[nH]c(=O)n2C)n1C/C=C(\C)Cl	-8.2	9.8	-3.5	-9.7	11.7	1.2	4.3	-7.6
Cc1ccc(-n2cc(CNCCCn3ccnc3C)c(-c3ccc(F)cc3)n2)cc1	4.1	-10.7	26.6	5.0	1.3	-5.9	11.7	10.9
Cc1ccc(NC2CCCN(C(=O)c3ccoc3C)C2)cc1C (stereo unspecified)	12.3	-6.4	1.3	13.0	-1.0	10.6	-0.8	-3.8
CC(Nc1nc(-c2ccc3c(c2)NC(=O)CO3)cs1)c1ccccc1 (stereo unspecified)	-19.7	-13.3	5.1	15.7	11.1	-10.8	13.3	1.0
O=c1[nH]c(CN2CCCCC2)nc2c1C1(CCCCC1)Cc1ccccc1-2	5.0	5.2	10.4	2.8	-10.6	14.9	16.9	5.5
CCCCS(=O)(=O)C(=C1Nc2ccccc2N1)S(=O)(=O)CCCC	-6.9	9.5	-0.8	-1.3	18.0	-5.7	-8.6	1.2
CCn1ccnc1CN(C)Cc1c(C(=O)N2C[C@@H](C)O[C@@H](C)C2)nc2ccc(Cl)cn12	12.1	10.1	-4.5	9.0	21.2	0.3	7.1	-1.8
O=C(Cn1cnc2c(cnn2-c2ccc(F)cc2)c1=O)NCc1ccco1	44.0	10.0	-0.9	-1.6	-14.1	-8.4	-16.4	-8.6
O=S(=O)(Nc1cccc(-n2cnnn2)c1)c1cc(Cl)ccc1Cl	6.5	-2.1	-3.5	6.6	-12.6	2.1	-3.1	3.8
COc1ccccc1N(CC(=O)NC(C)C)S(=O)(=O)c1cccs1	4.8	-3.7	-0.1	-0.3	7.7	0.5	3.6	-8.9
Fc1cc(F)cc(NC(=S)NN2CCOCC2)c1	16.3	14.3	-4.8	3.5	2.8	5.2	7.0	0.3
CCOc1cccc(C(=O)Nc2cnn(Cc3ccccc3)c2)c1	6.4	0.4	9.0	3.2	4.8	-6.2	20.7	-43.8
COc1ccc(Cc2nnc(SCC(=O)NC3CCCCC3)n2C)cc1	13.3	15.2	8.0	8.7	18.3	-5.3	-0.5	-4.9

With a hit mark in UBC13 inh, among the entries above:
SMILES | Jurkat NFkB inh | APJ antagonist | UBC13 inh | EBI2 block | 697 NFkB inh | CXCR6 block | CCR6 antag
O=C(CCC1CCCCC1)NCCN1C2=NC[C@H](Cc3ccccc3)N2C[C@H]1Cc1ccc(O)cc1 | 1.2 | 25.5 | 64.6* | -6.0 | 11.3 | 9.2 | 20.9

(more compounds)
canonical_smiles	Jurkat NFkB inh	APJ antagonist	UBC13 inh	EBI2 block	697 NFkB inh	CXCR6 block	CCR6 antag	Gli-Sufu antag
CCOc1cc2[nH]c(=O)n(CCC(=O)NCCc3ccccc3)c(=O)c2cc1OCC	11.3	2.8	-3.3	6.7	12.6	4.3	-15.2	6.2
O=C(NC(=S)N1CCN(c2ccc([N+](=O)[O-])cc2)CC1)c1ccco1	-1.3	14.8	-13.1	-1.7	-10.6	-4.0	8.1	-3.7
CCN(CC(=O)Nc1ccc(NC(C)=O)cc1)C(=O)/C=C/c1cn(-c2ccccc2)nc1-c1cccs1	-9.2	3.2	9.3	-0.2	16.9	3.2	15.4	-0.4
O=C(CSC1CC(=O)N(c2ccc(C(=O)O)cc2)C1=O)Nc1ccc(Cl)cc1 (stereo unspecified)	1.7	-4.5	5.7	1.9	6.8	0.8	3.4	2.7
CCOC(=O)N1CCN(CC(O)COCc2ccc(OC)c(OC)c2)CC1 (stereo unspecified)	-5.5	-1.3	-8.0	-10.4	3.9	0.0	1.5	-5.5
CC(C)NC(=O)Cn1cnc2c(cnn2-c2ccc(F)cc2)c1=O	3.5	10.1	2.5	4.6	1.3	-8.1	6.3	-0.1
CCOC(=O)c1c(N2C(=O)Nc3ccccc3N2O)n[nH]c1-c1cccc(OC)c1	4.3	9.2	6.2	-5.2	5.9	5.4	-6.6	10.6
C=CCSc1nnc2nc3[nH]c4c(C)cccc4c3nn12	-33.5	7.8	-68.7	-3.5	-19.2	-6.8	2.7	-18.7
Cc1[nH]nc2c1C1(CCOC1C)C(C#N)=C(N)O2 (stereo unspecified)	9.0	11.5	-2.6	-4.8	5.9	3.3	-2.2	6.8
Cc1ccccc1CN1CCN(C(C)C(=O)NNC(=O)c2ccc(F)cc2)CC1 (stereo unspecified)	-5.8	0.2	-6.9	1.1	-0.4	-1.2	6.4	nt
CC(OC(=O)/C(C#N)=C/c1ccc(N(C)C)cc1)C(=O)N(C)Cc1ccccc1 (stereo unspecified)	6.6	12.7	-57.4	0.5	-25.3	9.4	12.5	-9.0
COc1cccc(OC)c1C(=O)OCC(=O)NC1CCCCCC1	-11.7	-15.8	-1.6	7.0	7.0	-5.1	-0.1	-2.7
O=C(NCC(=O)N1CCN(S(=O)(=O)c2cccc(F)c2)CC1)c1ccc(Br)o1	8.8	3.7	5.4	-1.3	2.0	-3.4	-3.0	-6.9
Cc1cc(C)c2oc(C(=O)Nc3ccc(S(=O)(=O)N4CCCC(C)C4)cc3)cc(=O)c2c1 (stereo unspecified)	17.1	2.3	-6.7	-5.0	9.1	5.3	12.1	19.1
CC(=O)Nc1ccc(S(=O)(=O)N2CCn3cccc3C2C)cc1 (stereo unspecified)	-3.6	-63.1	-13.1	4.7	-6.8	-2.9	0.2	2.8
